GAA inhib: alpha-glucosidase (human) inhibition; P10253; purified human GAA, 4-MU-alpha-glucoside fluorescence; Potency, µM (series often up to 76.9 µM), without a hit: at the top dose activity change, negative = inhibition, hits mostly inhibitors; 200,000 compounds, 0.005% hits;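 note: plate controls were uninhibited enzyme wells for no effect and no-enzyme background for full effect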
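Compounds are titrated up to 77 uM against 4 nM human enzyme. Substrate 4-methylumbelliferyl-alpha-D-pyranoside (400 uM) reacts 20 min at room temperature in pH 5.0 buffer; liberated 4-methylumbelliferone is read at 440 nm.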
GAA glycogen: inhibitors or activators of human alpha-glucosidase glycogen cleavage; 300,000 compounds, 0.38% hits; P10253; Potency, µM (highest dose often 76.4 µM), for the others: at the highest dose activity change, negative = inhibition, actives largely listed as inhibitors; recombinant GAA, glycogen substrate, Amplex Red glucose oxidase fluorescence; AID 2100;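 note: 0% = full enzyme reaction and -100% = no-enzyme basal signal; the screen sought inhibitors and activators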
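Natural-substrate format: glycogen cleavage by 4 nM human enzyme, glucose read by Amplex Red coupling (Ex 573, Em 610 nm). Normalized to enzyme and no-enzyme controls.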
Tau fluor cs: counter-screen for tau fibril formation inhibitors; tau K18 P301L (four-repeat tau fragment) Alexa594 fluorescence, heparin fibrillization; Potency, µM (series often up to 57.7 µM), without a hit: top-dose activity change, negative = decrease; 280,000 compounds, 0.93% hits; AID 1463; note: % is set by controls: 0 for no effect and ±100 for the full control effect; nearly all actives have a fitted effect of over 55% in size
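Human K18 P301L tau (15 uM unlabeled plus 0.24 uM Alexa 594-labeled, final) in 100 mM sodium acetate pH 7 was mixed with compound and 20 uM heparin and incubated 6 hr at 37 C.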
ALDH1A1 block: blocks purified human ALDH1A1 activity; P00352; Purified ALDH1A1, NADH fluorescence, propionaldehyde substrate; Potency, µM (top dose mostly 75.3 µM), for inactives: at the highest dose activity, negative = inhibition, most hits filed as inhibitors; 220,000 compounds, 7.3% hits; AID 1030; active = well fitted inhibition curve with a large enough effect, not every such curve was filed as active; inconclusive = small, poorly fitted or top-dose-only effect, or another doubt; inactive = no such curve, though single readings can be large or run the other way;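 note: plate controls were no enzyme wells and a reference inhibitor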
GLA spleen mod: inhibits or activates alpha-galactosidase in human spleen homogenate. P06280. human spleen homogenate, 4MU-alpha-Gal fluorescence, 40 min. Potency, µM (highest dose often 80 µM), for the others: top-dose activity change, negative = inhibition, usual class: inhibitors. 240,000 compounds, 0.008% hits;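 note: 0% = enzyme with vehicle and -100% = no enzyme basal signal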
Target sequence (P06280 32-429 limits assumed): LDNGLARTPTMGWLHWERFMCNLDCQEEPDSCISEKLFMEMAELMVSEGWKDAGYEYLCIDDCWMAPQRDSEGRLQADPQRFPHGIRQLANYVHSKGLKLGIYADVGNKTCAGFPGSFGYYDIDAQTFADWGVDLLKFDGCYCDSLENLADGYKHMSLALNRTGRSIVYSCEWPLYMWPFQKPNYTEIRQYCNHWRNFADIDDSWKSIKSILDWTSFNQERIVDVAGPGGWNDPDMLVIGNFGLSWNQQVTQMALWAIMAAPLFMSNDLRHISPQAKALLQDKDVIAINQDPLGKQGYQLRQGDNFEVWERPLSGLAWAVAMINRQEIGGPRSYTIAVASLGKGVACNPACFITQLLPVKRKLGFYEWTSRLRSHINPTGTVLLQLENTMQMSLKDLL
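qHTS titration in buffer at pH 5.0. Alpha-galactosidase activity in spleen homogenate was measured via 4-methylumbelliferone release from 1 mM fluorogenic substrate after 40 min at 37C and a pH 10 stop. AC50 came from Hill fits of control-normalized data.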
NPSR antag: antagonists of human neuropeptide S receptor cAMP signaling | CHO-NPSR cells, cAMP TR-FRET, antagonist mode | Potency, µM (highest dose often 38.3 µM), for inactives: top-dose activity change, negative = inhibition, usual class: inhibitors | 220,000 compounds, 1% hits; note: % is set by controls: 0 for no effect and ±100 for the full control effect; nearly all actives have a fitted effect of over 50% in size; many of its hits are not listed in these tables
Target sequence (Q6W5P4 whole entry, looked up): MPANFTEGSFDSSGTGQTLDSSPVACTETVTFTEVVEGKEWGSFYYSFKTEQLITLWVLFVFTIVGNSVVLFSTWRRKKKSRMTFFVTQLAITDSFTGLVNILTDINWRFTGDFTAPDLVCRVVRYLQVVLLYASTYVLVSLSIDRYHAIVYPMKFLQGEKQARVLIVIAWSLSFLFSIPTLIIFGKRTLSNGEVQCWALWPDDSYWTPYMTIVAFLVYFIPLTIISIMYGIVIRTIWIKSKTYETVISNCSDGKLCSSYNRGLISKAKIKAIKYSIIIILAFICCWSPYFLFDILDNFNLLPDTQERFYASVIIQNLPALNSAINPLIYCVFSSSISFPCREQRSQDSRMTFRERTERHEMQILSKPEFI
GAA spleen mod: lysosomal alpha-glucosidase (human) modulation; P10253; human spleen homogenate, 4-MU-alpha-glucoside fluorescence; Potency, µM (doses to about 79.9 µM), without a hit: at the highest dose activity change, negative = inhibition, hits mostly inhibitors; 240,000 compounds, 0.006% hits; AID 2112;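 note: 0% = enzyme with vehicle and -100% = no enzyme basal signal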
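Human spleen homogenate (1 ug) with 4-methylumbelliferyl-alpha-D-glucopyranoside (1 mM final) in 50 mM citrate/phosphate pH 5.0, 0.01% Tween-20; 40 min at 37 C. Stopped at pH 10; 4-MU fluorescence Ex 365/Em 440 nm; AC50 by Hill fit.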
Epigenetic reg: epigenetic control regulation, reporter derepression. Potency, µM (doses to about 53.9 µM), for the others: at the top dose GFP activation, usual class: activators. 280,000 compounds, 0.2% hits. murine LDR cells, GFP reporter derepression, 30 h; note: % of control where 0% means no effect; nearly all actives have a fitted effect of over 60% in size
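Murine LDR cells bearing a silenced CMV-driven GFP reporter were exposed to compound for 30 h at 37 C. After PBS washes, GFP-positive cells (20-120 um objects) counted by laser-scanning microplate cytometry.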
* = called active by the depositor; ? = inconclusive; . = no result given; [ ] = remark or other dose. Unless noted, calls come from the whole dose curve; as a rule, active = well fitted curve in the direction sought with a large enough effect; inconclusive = small, poorly fitted or top-dose-only effect, or another doubt; inactive = no such curve, though single readings can be large; an effect the other way counts as inactive or inconclusive. Potency is the fitted concentration of half-maximal effect.

SMILES	GAA inhib	GAA glycogen	Tau fluor cs	ALDH1A1 block	GLA spleen mod	NPSR antag	GAA spleen mod	Epigenetic reg
COc1ccc2nc(N3CCCC(O)C3)c(C#N)cc2c1 (configuration not stated)	2%	-13%	5%	-14%	7%	8%[46.1 µM]	0%	-1.2%
O=C(Cc1n[nH]c(=O)[nH]c1=O)N/N=C/CCc1ccccc1	.	-5%	-10%	.	5%	-6%	3%	3.2%
Cc1nn(-c2ccccc2)c2c1C(c1ccccc1)C(C#N)=C(N)O2 (configuration not stated)	-1%	-16%	-18%	3.5µM*	0%	-10%[46.1 µM]	-1%	0.0%
Cc1onc(-c2c(F)cccc2Cl)c1C(=O)NC(=S)NC1CCSC1=O (configuration not stated)	-4%	5%	-3%	10µM*	-9%	-13%	-4%	0.0%
CC(Oc1ccccc1)C(=O)N1CCN=C1SCc1ccc(F)cc1 (configuration not stated)	.	-3%	?	.	5%	-39%	-6%	1.0%
OC1(c2cccs2)CN(c2ccc(Cl)cc2)C2=[N+]1CCCS2 (configuration not stated)	-3%	17%	-3%	-13%	-4%	7%	-12%	-0.1%
COC(=O)c1cc(S(=O)(=O)N2CCC(C(N)=O)CC2)oc1C	.	-1%	-9%	.	8%	-6%[7.67 µM]	4%	2.4%
Clc1cccc(-c2csc(Nc3cccnc3)n2)c1	3%	9%	?	-3%	?	-15%	-2%	-1.4%
CSCCC(NC(=O)c1ccco1)C(=O)OCC(=O)Nc1sccc1C#N (configuration not stated)	5%	-5%	-11%	?	-7%	-9%[46.1 µM]	-8%	0.1%
Cc1cccc(NC(=O)c2nc(-c3ccccc3)n(-c3ccccc3)n2)c1C	-5%	3%	-15%	32µM*	3%	?	6%	-0.5%
CS(=O)(=O)N1CCN(C(=O)c2ccc(Br)s2)CC1	-22%	7%	-9%	3%	4%	3%[46.1 µM]	-1%	-5.8%
COc1cccc(C2C(C(=O)OCc3ccccc3)=C(C)Nc3ncnn32)c1OC (configuration not stated)	-23%	6%	-23%	1%	-3%	-10%[46.1 µM]	-3%	0.7%
Cn1nc(-c2ccccc2)cc1NS(=O)(=O)c1ccc(C#N)cc1	.	-1%	-21%	.	2%	3%	-3%	1.9%
CCCCNC(=O)Nc1nnc(C(C)(C)C)s1	.	4%	-8%	.	1%	-18%	-4%	1.1%
CCc1nc2ccccc2[nH]1	3%	-7%	-3%	4%	4%	5%[46.1 µM]	2%	-0.1%
CCCc1nnc(NC(=O)CN2C(=O)c3ccccc3C2=O)s1	-5%	5%	0%	5%	-16%	-3%[46.1 µM]	1%	-0.8%
CCn1ncc(Br)c1C(=O)Nc1ccc(C(=O)OC(C)C)cc1	?	-10%	-21%	?	0%	-9%[46.1 µM]	-6%	4.0%
Cc1ccc(S(=O)(=O)C(C#N)c2nc3ccccc3nc2N2CC(C)OC(C)C2)cc1C (configuration not stated)	-6%	-16%	-21%	-12%	7%	-17%[46.1 µM]	3%	-0.2%
CC1(C)C(=O)C2(CCCC2)C(=O)OC1c1ccco1 (configuration not stated)	-6%	-1%	-6%	22µM*	4%	2%[46.1 µM]	0%	-1.1%
CCC(C)(C)NC(=O)C(c1ccc(F)cc1)N(Cc1ccco1)C(=O)c1snc(C(N)=O)c1N (configuration not stated)	-4%	-1%	-3%	-6%	9%	1%[46.1 µM]	1%	-2.5%
CCC(C(=O)OCCOCCN(CC)CC)c1ccccc1 (configuration not stated)	.	-2%	2%	.	-3%	11%	3%	3.0%
CC(/C=N/N1CCN(c2ccccc2)CC1)=C\c1ccco1	-2%	6%	-24%	5%	-9%	-13%[46.1 µM]	-9%	-0.8%
O=C(c1cccs1)n1nc(-c2ccccc2)nc1NCc1ccco1	6%	-7%	?	11%	-3%	-19%[46.1 µM]	-8%	2.0%
COc1ccc(S(=O)(=O)n2nc(OC(=O)c3cccs3)cc2NC(=O)c2cccs2)cc1	.	7%	-26%	-1%	11%	-9%	-8%	-4.2%
CCCCc1nc2c(c3c1C[C@H](C)OC3)CN(C(=O)NCCc1c[nH]c3ccccc13)CC2	.	.	7%[11.6 µM]	14%[13.5 µM]	4%[17.5 µM]	.	0%[17.4 µM]	.
CCCCn1cnc2c([nH]c3ccccc32)c1=O	-4%	-17%	-5%	?	3%	-11%[46.1 µM]	-2%	0.9%
COC(=O)c1cnc2ccccc2n1	3%	2%	3%	1%	6%	-7%[46.1 µM]	-5%	3.2%
O=C(Cc1ccc(Br)cc1)Nc1ccccc1Cl	-6%	-4%	8%	1%	2%	3%	-10%	-1.3%
Cc1noc(NS(=O)(=O)c2ccc(N3CC(O)=C(c4ccccc4)C3=N)cc2)c1C	9%	-3%	1%	23%	-19%	1%[46.1 µM]	-4%	3.8%
COc1ccc(/C=C/C(=O)N2CCC(c3ccccc3)C2)cc1 (configuration not stated)	-2%	9%	-13%	?	-1%	2%	-1%	0.0%
Cc1ccc(CN2CCN(C3CSCCSC3)CC2CCO)cc1 (configuration not stated)	0%	7%	-7%	?	-6%	-7%	0%	-0.6%
COc1cc(SC)ccc1C(=O)Nc1cccc(C)n1	9%	17%	-8%	1%	-4%	-21%	0%	0.2%
Cc1ccc(NC(=O)CCNS(=O)(=O)c2cccc3nonc23)cc1	-9%	6%	3%	?	?	-11%[46.1 µM]	-7%	0.0%
CS(=O)(=O)N(CC(=O)NCCC1=CCCCC1)c1ccc2c(c1)OCO2	-5%	7%	-4%	?	-8%	-9%[46.1 µM]	-2%	-0.9%
Cc1nn(-c2ccccc2)c(C)c1C(=O)OCC(=O)N1c2ccccc2NC(=O)C1(C)C	5%	4%	-15%	?	2%	-22%[46.1 µM]	5%	1.8%
CC1(C(=O)NNC(=S)NCc2ccco2)CC1(Cl)Cl (configuration not stated)	0%	-29%	2%	-4%	3%	17%	-7%	5.7%
COc1cc2cc(CN(Cc3nnnn3Cc3ccco3)C3CCCCC3)c(=O)[nH]c2cc1OC	?	14%	?	?	?	1%[46.1 µM]	6%	0.0%
Cn1c(SCC(=O)c2ccccc2F)nnc1C1CC1	-16%	-3%	3%	?	0%	3%[46.1 µM]	-3%	-1.0%
CC1(C)CC(CCNC(=O)c2ccco2)CC(C)(C)N1	-5%	2%	6%	-10%	-8%	-13%[46.1 µM]	-4%	-17%
CN(C[C@@H](Cc1cccc2ccccc12)N(C[C@H](Cc1ccccc1)N(CCc1ccccc1)N=O)N=O)N=O	.	-12%	-27%	5%	5%	2%	10%	6.0%
CSc1cccc(NC(N)=S)c1	.	0%	-8%	.	2%	-9%	-1%	0.1%
Cc1ccc2c(c1)cc(CN(Cc1ccco1)C(=O)N1CCOCC1)c1nnnn12	?	-7%	-5%	-6%	1%	-5%	-11%	7.3%
CCOC(=O)C1(Cc2cccc(OC)c2)CCCN(C(=O)CCc2cccnc2)C1 (configuration not stated)	?	-11%	-13%	1%	-7%	4%	-9%	-1.1%
O=C1CSC(=Nc2ccc(O)cc2)N1c1ccc(O)cc1	-3%	-9%	-5%	-12%	2%	-1%[46.1 µM]	-15%	-1.4%
CN(c1ccc(OCC(=O)N2CCC(C(N)=O)CC2)cc1)S(=O)(=O)c1cccs1	-1%	2%	-2%	14%	3%	-9%[46.1 µM]	-1%	-7.5%
Cc1ccccc1Nc1c(-c2ccccn2)nc2c(C)cccn12	-9%	?	?	5%	-4%	-40%	-4%	-3.7%
CCOc1ccc(/C(O)=C2/C(=O)C(=O)N(c3cc(C)on3)C2c2ccc(C(=O)OC)cc2)cc1 (configuration not stated)	-11%	-2%	-5%	-3%	-2%	-2%[46.1 µM]	-1%	-1.1%
Nn1c(SCc2cc([N+](=O)[O-])cc3c2OCOC3)nnc1-c1ccccn1	-2%[15.4 µM]	5%	-10%	-1%	6%	5%	3%	0.5%
CC(=O)c1sc(NC(=O)C2=NN(c3ccccc3)C(=O)CC2)nc1C	-13%	3%	-7%	?	-2%	-6%	-3%	1.7%
COc1cc(/C=N/NC(=O)c2cc(C)oc2C)cc(OC)c1OC	7%	15%	-3%	-3%	7%	-8%	0%	-1.4%

The results go on.
SMILES	GAA inhib	GAA glycogen	Tau fluor cs	ALDH1A1 block	GLA spleen mod	NPSR antag	GAA spleen mod	Epigenetic reg
O=C(Cc1c[nH]c2ccccc12)NCc1ccco1	1%	-9%	-6%	12%	-8%	5%	-1%	-0.4%
O=C(Cn1nnc(-c2ccc(Cl)cc2)n1)NCCC1=CCCCC1	3%	-2%	3%	-6%	3%	-3%[46.1 µM]	3%	0.0%
COc1cc(NS(=O)(=O)c2ccc(Nc3nc(-c4cccc([N+](=O)[O-])c4)cs3)cc2)nc(OC)n1	-3%	7%	?	-4%	-1%	-17%	-1%	-3.5%
Fc1ccccc1Cn1cnc(NC(=S)NCCc2ccccc2)n1	-6%	0%	4%	0%	1%	-3%	-4%	-1.0%
COC(=O)c1ccc(-c2nc3ccccc3o2)cc1	-3%	9%	1%	?	6%	3%[46.1 µM]	3%	0.7%
Cc1cc(C(=O)NCC(=O)OCC(=O)NCCc2ccccc2)ccc1[N+](=O)[O-]	-11%	-7%	-15%	-10%	14%	7%	-1%	-0.3%
COc1ccc(-c2nnc3ccc(SCC(=O)Nc4nccs4)nn23)cc1OC	3%	7%	3%	?	-20%	1%	-11%	5.9%
CC(O)Cc1cn([C@@H](CCCCNC(=O)OC(C)(C)C)C(=O)N2CCN(C(=O)OC(C)(C)C)CC2)nn1 (some centres not stated)	.	4%	8%	-3%	0%	-7%	-11%	0.8%
Cc1ccnc(N2CCC(C(=O)Nc3ccc4c(c3)OCO4)CC2)n1	-9%	2%	-9%	-12%	3%	-7%[46.1 µM]	7%	0.0%

Compound activity as filed in PubChem BioAssay.

A portion of the library. The share of hits here may be higher or lower than overall.
